PMI inhibition: human PMI inhibitors, high substrate, primary screen, biochemical, fluorescence intensity, high mannose 6-phosphate (AID 1220); Mannose-6-phosphate isomerase (Homo sapiens); recombinant PMI enzyme, coupled fluorescence intensity; higher % means a stronger effect; inhibition, % at 20 µM, or IC50 in µM where a hit was titrated; 190,000 compounds, 0.66% hits
P. falciparum M1AAP: P. falciparum M1AAP inhibitors, biochemical, fluorogenic H-Leu-NHMec substrate, 1536-well (AID 1445); Aminopeptidase N (Plasmodium falciparum (isolate 3D7)); recombinant M1AAP, H-Leu-NHMec fluorogenic kinetic assay; higher % means a stronger effect; inhibition, % at 30 µM; hits with a dose series show IC50 in µM; 220,000 compounds, 0.42% hits;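 active means primary inhibition above the hit cutoff, then over 50% inhibition at one or more dose response concentrations, cut at about 23% in these data, passing the limit was not always enough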;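 further: plate controls were DMSO full reaction for no effect and no enzyme background for full effect; strong numbers were not always called active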
XIAP displacement: XIAP antagonists, biochemical, IAP family, fluorescence polarization (AID 1018); E3 ubiquitin-protein ligase XIAP (Homo sapiens); XIAP BIR domain, fluorescence polarization peptide displacement; higher % means a stronger effect; displacement, % at 20 µM, or IC50 in µM where a hit was titrated; 200,000 compounds, 0.007% hits; in the data active means displacement above about 50%; further: a part of the inactive calls stands beside numbers as strong as those of hits
Siah-1 displacement: Siah-1 peptide-binding antagonists, primary screen, biochemical, fluorescence polarization, rhodamine-plectin, uHTS (AID 1817); displacement, % at 20 µM, or IC50 in µM where a hit was titrated; Siah-1 / rhodamine-plectin peptide fluorescence polarization; higher % means a stronger effect; E3 ubiquitin-protein ligase SIAH1 (Homo sapiens); 290,000 compounds, 0.02% hits;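 active means displacement of at least 50% at 20 µM, with a fluorescence ratio check between 0.3 and a set limit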;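 further: plate controls were Siah plus tracer with DMSO for no effect and tracer alone without Siah for full effect; strong numbers were not always called active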
P. falciparum M17LAP: P. falciparum M17LAP inhibitors, primary screen, biochemical, fluorogenic H-Leu-NHMec substrate, 1536-well (AID 1619); Leucine aminopeptidase (Plasmodium falciparum (isolate 3D7)); recombinant M17LAP, H-Leu-NHMec fluorogenic kinetic assay; higher % means a stronger effect; inhibition, % at 30 µM, or IC50 in µM where a hit was titrated; 220,000 compounds, 0.38% hits;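 active means compound inhibiting the enzyme by more than half at any dose during confirmatory dose-response retesting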;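 further: plate controls were full reaction with DMSO carrier for no effect and no enzyme background for full effect; strong numbers were not always called active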
PMI inhibitors: inhibitors of human PMI, primary screen, biochemical, fluorescence intensity, coupled assay (AID 1209). 190,000 compounds, 0.42% hits. purified PMI enzyme, coupled fluorescence intensity; higher % means a stronger effect. inhibition, % at 20 µM; hits with a dose series show IC50 in µM;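 further: plate controls were DMSO vehicle for no effect and wells lacking substrate for full effect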
Hep lipid drop: inhibitors of hepatocyte lipid droplet formation, primary screen, imaging, high-throughput imaging, BODIPY stain; AML12 mouse hepatocytes, oleate lipid droplets; 240,000 compounds, 0.4% hits; inhibition, % at 6.5 µM;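 active means lipid droplet intensity inhibited by at least 50%, with more than 500 cells counted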
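Material – mouse AML12 hepatocyte cell line, fixed after treatment · Compound dosing – one dose, 6.5 µM compound · Times – compound with oleate, overnight · Measured by – Image-based BODIPY and DAPI two-channel analysis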
UTI89 phage lysis: inhibition of K1F phage lysis, E. coli UTI89, bacterial capsule biogenesis inhibitors, alamar blue (AID 488966). E. coli UTI89 K1F phage lysis, alamar blue, 2 h; higher % means a stronger effect. inhibition, % at 100 µM, or IC50 in µM where a hit was titrated. 340,000 compounds, 0.02% hits;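 active means phage lysis inhibition, versus mean bacterial control, above a set limit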;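 further: capsule biogenesis inhibitors block K1F phage lysis so surviving cells raise fluorescence; higher fluorescence means more inhibition of phage lysis; actives were called in the ten point dose series up to 300 µM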
TNAP activators: human TNAP enzyme activators, primary screen, biochemical, luminescent, no phosphate acceptor, uHTS (AID 1001) | one-dose activation fold at 20 µM; EC50 in µM for titrated hits | 200,000 compounds, 0.03% hits | purified TNAP, luminescent activation assay, no phosphate acceptor; higher activation fold means a stronger effect; in the data active means activation fold from about 3, or a potency from the dose series; inactive means the rest, 99 in 100 with activation fold below about 1.6; further: many of its hits are not listed in these tables
Hep lipid drop cells 6.5 µM: further read-out of Hep lipid drop, marked with its call; cell count; measured here: cell count, cytotoxicity flag;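 cells counted across two imaged fields per well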
* hit, by the source's call; · = no result given; [ ] = another dose, or the depositor's remark. Unless noted, no stated cut-off is given here; in the data, active means inhibition above about 50%; inactive means the rest.

SMILES | PMI inhibition | P. falciparum M1AAP | XIAP displacement | Siah-1 displacement | P. falciparum M17LAP | PMI inhibitors | Hep lipid drop | Hep lipid drop cells 6.5 µM | UTI89 phage lysis | TNAP activators
CC(C)CC(=O)Nc1ccc2c3c(cccc13)CC2 | -3% | 4% | -4.8% | 3% | -6% | -1% | -8 | 665 | 3.9% | 1.1
COc1cccc(CN2CCNC(=O)C2CC(=O)NCCOc2cccnc2)c1 (stereo not given) | 32% | -1% | -4.0% | 0% | 3% | 3% | -5 | 669 | 0.1% | 1
N#C/C(=C\c1cccc(NC(=O)c2ccccc2Cl)c1)C(=O)NCCc1ccccc1 | 6% | 6% | 1.2% | -1% | 4% | 10% | 1 | 696 | 0.0% | 1.2
Cc1ccccc1OCCNC(=O)c1ccccc1Sc1ccccc1C#N | 0% | 2% | 1.5% | 6% | 7% | -7% | · | · | -0.2% | 1
CC(C)c1nc2sc(C(=O)O)c(N)c2c2c1CCCC2 | · | 4% | · | 4% | -1% | · | -1 | 743 | 0.2% | ·
COc1cccc(NC(=O)N2CCCC(C(=O)Nc3ccccc3OC)C2)c1 (stereo not given) | -5% | 3% | -3.9% | 0% | 7% | -6% | · | · | 0.2% | 1.1
O=C(OCC1COc2ccccc2O1)c1ccccc1F (stereo not given) | 4% | -3% | -2.6% | 2% | -5% | 0% | · | · | 1.4%[50 µM] | 1.1
Cc1c(C#N)c2ncnc(-c3ccccc3)c2n1-c1ccccc1 | -3% | 4% | -2.0% | -1% | -18% | 0% | 1 | 768 | 0.0% | 1
COc1ccc(OCCN2CCN(C3CC(=O)N(CCC(C)C)C3=O)CC2)cc1 (stereo not given) | -5% | 1% | -4.8% | 4% | 4% | -5% | · | · | -0.1% | 1.1
CCn1c(SCC(=O)Nc2ccc(C)cc2)nnc1-c1ccc(O)cc1 | -1% | 4% | 0.7% | 8% | 13% | -2% | -4 | 722 | -0.2% | 1.1
Cc1cccc(C)c1NC(=O)c1cc(S(=O)(=O)N2CCOCC2)ccc1F | -3% | 0% | -6.2% | -3% | -5% | -10% | -28 | 724 | 1.7% | 1.1
COC(=O)c1ccc(NC(=O)CCn2c(=O)oc3ccccc32)cc1 | -6% | -5% | -2.6% | -4% | 1% | -8% | · | · | 0.9% | 1
Cc1ccc(Cn2nnc3c(=O)n(CC(=O)N4CCN(c5ccccc5)CC4)cnc32)cc1 | 14% | -2% | -4.9% | -3% | 8% | 12% | -12 | 717 | 1.6% | 1.1
Oc1ccc(-c2onc3ccc(Cl)cc23)cc1 | -30% | 6% | -4.1% | -4% | 11% | -8% | -14 | 732 | -0.1% | 1.2
CC(=O)c1c(C)[nH]c(C(=O)OCC(=O)Nc2ncc(Cl)c(C)c2Cl)c1C | 10% | -3% | 4.6% | -4% | -5% | -3% | · | · | 0.2% | 1.2
CN(C)CCNc1cnn(-c2ccccc2)c(=O)c1Cl | 4% | -6% | -3.4% | -6% | -15% | 2% | 0 | 696 | -1.5% | 1.1
Cc1cc(C)n(CCCO)c(=O)c1C#N | -4% | 3% | 3.2% | -1% | -1% | -5% | · | · | 1.0% | 1.1
CC(C)Oc1ccc(C(CC(=O)O)NC(=O)C(Sc2ccccc2)c2ccccc2)cc1 (stereo not given) | -2% | 7% | -3.7% | 4% | 19% | -16% | 2 | 708 | · | 1
COc1ccc(NC(=O)C2CCCN(S(=O)(=O)c3cccc4nonc34)C2)cc1OC (stereo not given) | 5% | 5% | -2.4% | 8% | 16% | -2% | 18 | 712 | 0.7% | 1.1
COC(=O)C1=C(N)Oc2cc(C)n(CCCn3ccnc3)c(=O)c2C1c1cccc(Cl)c1 (stereo not given) | 0% | · | -3.6% | 5% | · | 5% | -6 | 847 | 0.3% | 1

3 of the entries above in order of the TNAP activators value, high to low:
SMILES,PMI inhibition,P. falciparum M1AAP,XIAP displacement,Siah-1 displacement,P. falciparum M17LAP,PMI inhibitors,TNAP activators
Oc1ccc(-c2onc3ccc(Cl)cc23)cc1,-30%,6%,-4.1%,-4%,11%,-8%,1.2
CN(C)CCNc1cnn(-c2ccccc2)c(=O)c1Cl,4%,-6%,-3.4%,-6%,-15%,2%,1.1
Cc1c(C#N)c2ncnc(-c3ccccc3)c2n1-c1ccccc1,-3%,4%,-2.0%,-1%,-18%,0%,1

The listing picks up, repeating the two entries before the break.
SMILES | PMI inhibition | P. falciparum M1AAP | XIAP displacement | Siah-1 displacement | P. falciparum M17LAP | PMI inhibitors | Hep lipid drop | Hep lipid drop cells 6.5 µM | UTI89 phage lysis | TNAP activators
COc1ccc(NC(=O)C2CCCN(S(=O)(=O)c3cccc4nonc34)C2)cc1OC (stereo not given) | 5% | 5% | -2.4% | 8% | 16% | -2% | 18 | 712 | 0.7% | 1.1
COC(=O)C1=C(N)Oc2cc(C)n(CCCn3ccnc3)c(=O)c2C1c1cccc(Cl)c1 (stereo not given) | 0% | · | -3.6% | 5% | · | 5% | -6 | 847 | 0.3% | 1
Cc1ccc(CSCC(=O)NCc2cccnc2)cc1 | 2% | -4% | -3.2% | 1% | 10% | 5% | 26 | 630 | 3.6% | 1.1
NC(=O)CSc1nnc(-c2ccncc2)n1CCc1ccccc1 | -5% | -1% | -5.1% | -1% | 2% | -14% | · | · | 0.4% | 1
COc1cc(N=C(N)N=C(N)N)cc(OC)c1 | 6% | -6% | -2.0% | 0% | -9% | -1% | 4 | 657 | 0.6% | 1
COc1cccc2cc(S(=O)(=O)c3ccccc3)c(=Nc3ccc4c(c3)OCCO4)oc12 | -6% | 1% | -2.3% | -1% | 8% | -4% | 2 | 672 | 0.3% | 1
COc1cccc2cc(-c3ccccc3)c(=O)oc12 | -3% | 0% | -0.4% | -4% | 1% | 1% | -2 | 670 | 0.6% | 1
Cc1noc(NS(=O)(=O)c2ccc(NC(=O)COc3ccccc3)cc2)c1C | -6% | 3% | -4.4% | 6% | -42% | -1% | 2 | 786 | 0.2% | 1.2
CCOC(=O)c1[nH]c(C)c(C(=O)Nc2ccccc2F)c1C | -4% | -7% | 5.8% | 34% | 9% | -3% | 19 | 693 | -1.0% | 1.1
COc1ccc(CCN=Cc2ccccc2O)cc1OC | · | 1% | · | -1% | 6% | · | 28 | 738 | 0.4% | ·
O=C(NCc1ccco1)C(=O)c1c[nH]c2ccccc12 | 6% | 1% | 0.4% | -1% | 10% | 1% | 2 | 738 | 0.1% | 1
COc1cccc(-c2nnc3sc(C4CCCCC4)nn23)c1 | 6% | 10% | -3.8% | -1% | 0% | 4% | 3 | 808 | 0.0% | 1.2
Cc1nc(SCC(=O)Nc2c(C)n(C)n(-c3ccccc3)c2=O)nc(C)c1C | 6% | -1% | 1.1% | 10% | 6% | 12% | · | · | 0.2% | 1.1
O=C(CNC1CCN(Cc2ccccc2)CC1)Nc1ccc(S(=O)(=O)N2CCCCC2)cc1 | · | 4% | · | 6% | 19% | · | 1 | 662 | 0.4% | ·
COc1ccc(CCNC(=O)c2cccnc2SC)cc1 | -2% | 5% | -7.1% | 5% | 11% | -5% | 0 | 711 | 0.7% | 1.1
c1ccc(-c2nc3ccccc3nc2-c2ccccn2)nc1 | 0% | 0% | -1.8% | -10% | 10% | 17% | -3 | 681 | 3.1% | 1.1
Nc1ccccc1S(=O)(=O)c1ccccc1N | 5% | 5% | -3.2% | 1% | 9% | -7% | · | · | -0.7% | 1
Nc1c(C(=O)NCc2ccco2)nnn1CC(=O)Nc1ccc2c(c1)OCO2 | -1% | 4% | -4.0% | -6% | 1% | -5% | 17 | 706 | 0.1% | 1.1
O=C(NC1CCCC1)c1cc(S(=O)(=O)N2CCOCC2)c(Cl)cc1Cl | -7% | -2% | -5.3% | -1% | 3% | -10% | · | · | -0.2% | 1
CCN1CCCC1CNC(=O)c1ccc2c(=O)n(CCOC)c(=O)[nH]c2c1 (stereo not given) | 3% | 7% | -2.9% | -1% | -8% | 4% | · | · | 0.4% | 1
O=C(NCCN1CCN(c2ccccc2)CC1)C1CCCN(S(=O)(=O)c2cnc[nH]2)C1 (stereo not given) | 0% | 15% | 2.0% | -1% | -8% | 5% | · | · | -1.3% | 1.1
CCN(CCCNC(=O)CN1C(=O)COc2ccccc21)c1ccccc1 | 7% | 5% | -1.6% | 0% | 7% | 9% | -7 | 747 | 1.6%[50 µM] | 1.2
Cc1cc(Cl)c2ccc3ccccc3c2n1 | 10% | -1% | -7.6% | 11% | -6% | 17% | 3 | 718 | 0.4% | 1.1
Cc1ccc(-c2nc(CSCC(=O)Nc3cc(C)on3)c(C)o2)cc1 | 15% | 5% | -5.9% | 0% | -1% | 14% | · | · | 0.0% | 1.1
O=C(NCc1ccccc1)N1CCN(c2ccc(F)cc2)CC1 | 0% | 7% | -5.9% | -1% | 13% | 0% | 6 | 727 | -1.2% | 1.1
O=S(=O)(c1ccccc1)c1nc(NCc2ccccc2)sc1Cl | -14% | 4% | -1.0% | 10% | 0% | -3% | -34 | 626 | 0.0% | 1
CCSc1nc(=S)cc(C)[nH]1 | · | 6% | · | -3% | 14% | · | 13 | 893 | 0.3% | ·
O=c1[nH]c2ccccc2n1C1=CCCC1 | -5% | 7% | -0.6% | -1% | -1% | -3% | · | · | 0.4% | 1.1
COc1ccc(C(=O)C(C)Oc2cccc(NC(=O)c3cccc([N+](=O)[O-])c3)c2)cc1 (stereo not given) | 19% | -4% | -9.2% | -1% | -1% | 12% | -5 | 714 | 0.5% | 1
CCCCn1cnc2c(oc3nc4c(cc32)CCCC4)c1=O | · | 3% | · | -3% | -4% | · | -6 | 731 | -1.5% | ·
C=CCNC(=O)c1onc(CSc2ccc(F)cc2)c1C(=O)O | -8% | 2% | 0.7% | 5% | 24% | -3% | · | · | -0.5% | 1.1
Cc1cccc(-n2ncc3c(Nc4c(C)n(C)n(-c5ccccc5)c4=O)ncnc32)c1 | 6% | 0% | -7.5% | -5% | 12% | 12% | · | · | 2.3% | 1
O=C(COC(=O)c1ccccc1F)Nc1cccnc1Cl | 8% | 7% | -14% | 19% | -2% | 1% | 17 | 721 | 1.2% | 1.1
Cc1ccc(-c2noc(C3CCCN(S(=O)(=O)c4ccc(S(=O)(=O)N(C)C)cc4)C3)n2)o1 (stereo not given) | -8% | 2% | -23% | -4% | -5% | -6% | 2 | 787 | -0.6%[50 µM] | 1.1
COc1ccc(/C=C2\OC(=O)c3c(OC)cccc32)cc1OC | 10% | 0% | -1.5% | 2% | 5% | 7% | · | · | 0.5% | 1.3
Clc1ccc2c(c1)C(c1cccs1)=NNC(c1cccnc1)=N2 | 9% | -1% | -5.7% | 2% | 17% | 9% | · | · | 0.7% | 1
CC(C(=O)O)N1C(=O)CSc2ncccc21 (stereo not given) | -1% | 0% | 0.9% | 2% | -4% | -2% | · | · | 0.6% | 1.1
